# GLD-1 RNA inh – GLD-1-TGE RNA interaction inhibition (C. elegans); inhibition, % at 5.96 µM; Q17339; hit rate 0.44% among 320,000; purified GLD-1 + fluorescein TGE RNA, fluorescence polarization;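 active = percent inhibition above a per-plate cutoff, the plate mean of test compounds plus 3 SD, cut at about 30% in these data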;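 note: 0% = DMSO wells with GLD-1 and probe and 100% = wells lacking GLD-1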
# Yeast superoxide – caloric restriction mimetics inhibiting age-related superoxide in yeast. S. cerevisiae aged cells, superoxide DHE fluorescence; active compounds read low. superoxide response (% of plate mean), % at 10 µM. hit rate 0.18% among 330,000. AID 2690;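 active = superoxide response under a set limit, about three screen SD below normal, cut at about 65% in these data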;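 note: yeast aged for seven days with compound at 30 °C before DHE staining; 100% = average MFI of all compound-treated wells on the plate with controls excluded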
# EBNA-1 inhibitor – blocks EBNA-1 binding to DNA; EBNA-1 DNA binding, fluorescence polarization; inhibition, % at 14.8 µM; hit rate 0.34% among 300,000; AID 1950; in the data active = inhibition above about 28%
# BCLXL inh – inhibitors of human Bcl-xL; Q07817; GST-Bcl-xL / FITC-Bim BH3 peptide fluorescence polarization; inhibition, % at 10.9 µM; hit rate 0.7% among 320,000; AID 2129;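 active = inhibition above the mean of all tested compounds plus 3 SD, cutoff set per campaign, cut at about 30% in these data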;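 note: 0% = DMSO wells and 100% = unlabeled Bim-BH3 peptide competitor; inhibitors lower millipolarization by displacing the labeled peptide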
# Target sequence (Q07817 whole entry, looked up): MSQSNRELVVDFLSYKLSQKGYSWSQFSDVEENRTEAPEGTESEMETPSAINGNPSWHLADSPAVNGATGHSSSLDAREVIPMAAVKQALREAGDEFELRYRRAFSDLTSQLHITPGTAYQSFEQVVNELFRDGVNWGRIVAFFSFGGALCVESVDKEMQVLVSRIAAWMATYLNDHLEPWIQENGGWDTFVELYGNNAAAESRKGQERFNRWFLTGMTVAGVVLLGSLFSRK
# MCL1-BIM inh – inhibitors of human MCL1 binding to BIM-BH3 peptide; AID 2057; GST-MCL1 / FITC-Bim-BH3 fluorescence polarization; inhibition, % at 10.9 µM; Q07820; hit rate 0.68% among 320,000;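 active = inhibition above the mean inhibition of all tested compounds plus 3 SD, set per campaign, cut at about 40% in these data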;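 note: 0% = DMSO wells and 100% = unlabeled Bim-BH3 peptide control; higher means more loss of mP so more displacement of Bim peptide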
# MEX-5 binding – C. elegans MEX-5 TCR-2 RNA binding activity. MEX-5/FITC-TCR2 RNA binding, fluorescence polarization; active compounds read low. activity score (negative = inhibition of binding), % at 10 µM. hit rate 0.38% among 300,000;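 active = inhibition past about -25% in most replicates, and total fluorescence under double the plate's negative control median, limit read from the data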;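 note: 0% = DMSO and -100% = 5 µM competing unlabeled TCR2 RNA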
# Target sequence (Q9XUB2 whole entry, looked up): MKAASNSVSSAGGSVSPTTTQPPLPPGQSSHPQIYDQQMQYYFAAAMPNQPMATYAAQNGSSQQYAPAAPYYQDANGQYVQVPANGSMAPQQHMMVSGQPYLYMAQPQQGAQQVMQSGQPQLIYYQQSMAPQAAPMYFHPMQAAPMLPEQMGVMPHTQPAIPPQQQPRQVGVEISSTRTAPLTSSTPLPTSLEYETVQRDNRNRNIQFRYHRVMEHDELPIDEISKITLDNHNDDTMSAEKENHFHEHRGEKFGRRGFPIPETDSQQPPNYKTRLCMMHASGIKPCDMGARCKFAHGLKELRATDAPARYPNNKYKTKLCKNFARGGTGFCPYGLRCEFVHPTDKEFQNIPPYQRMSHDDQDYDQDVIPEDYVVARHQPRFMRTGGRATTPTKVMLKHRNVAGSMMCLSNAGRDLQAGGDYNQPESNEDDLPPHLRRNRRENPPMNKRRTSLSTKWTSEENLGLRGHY
# Efflux pump mplx – blocks antifungal efflux pumps in multiplex yeast assay | AID 485275 | hit rate 0.44% among 330,000 | inhibition, % at 10 µM | S. cerevisiae Candida pump triplex, Nile Red efflux;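 active = plate passing quality check with inhibition over a set limit, or well fluorescence over plate mean plus 4 SD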;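 note: Nile Red retained in pooled yeast measured as flow cytometry median fluorescence; 0% = buffer negative control and 100% = Enniatin B positive control; higher means more Nile Red kept so more efflux inhibition; some compounds called inactive have numbers as strong as hits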
# Fam108B inh – blocks mouse Fam108B hydrolase in RBBP9 counter-screen | inhibition, % at 9.51 µM | recombinant Fam108B, FP-Rh probe fluorescence polarization | hit rate 0.33% among 300,000 | AID 1947;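 active = inhibition above the screen mean inhibition plus 3 SD, computed separately per campaign, cut at about 18% in these data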;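 note: inhibitors lower polarization as less probe binds the enzyme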
# ZTA DNA inh – blocks Epstein-Barr virus ZTA, an EBNA-1 counter-screen; hit rate 0.15% among 320,000; inhibition, % at 11 µM; ZTA-DNA binding, fluorescence polarization; P03206; in the data active = inhibition above about 33%
# Target sequence (P03206 whole entry, looked up): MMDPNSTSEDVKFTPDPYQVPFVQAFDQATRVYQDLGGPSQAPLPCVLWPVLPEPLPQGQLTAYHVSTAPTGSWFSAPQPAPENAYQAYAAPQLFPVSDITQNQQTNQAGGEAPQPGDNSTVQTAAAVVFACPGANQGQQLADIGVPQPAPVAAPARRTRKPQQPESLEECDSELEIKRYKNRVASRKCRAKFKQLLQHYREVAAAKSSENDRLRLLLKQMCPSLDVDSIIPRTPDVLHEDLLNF
# * = called active by the depositor; / = not tested or not shown; + = active, no number. Not a hit list; any-hit rate near 2.3%.
SMILES,GLD-1 RNA inh,Yeast superoxide,EBNA-1 inhibitor,BCLXL inh,MCL1-BIM inh,MEX-5 binding,Efflux pump mplx,Fam108B inh,ZTA DNA inh
C=CCSc1nnc(CCCCCN2C(=O)c3cccc4cccc(c34)C2=O)o1,0.7,87.9,3.4,-5.9,-0.8,1.9,0.1,-0.8,-14.4
Cc1ccc2c(c1)N(CC(=O)c1cccc(Cl)c1)C(=O)C(C)O2 (centres undefined),2.4,97.5,-7.7,2.6,3.7,-1.2,0.0,1.6,1.9
CCN(CC)S(=O)(=O)c1cccc(NC(=O)CCSc2ccc(Cl)cc2)c1,3.9,102.0,0.2,1.8,-6.8,0.0,0.1,-27.3,4.7
COc1ccc(-c2c(-c3ccc(O)cc3O)n[nH]c2C)cc1OC,7.5,99.2,0.9,5.8,0.4,0.2,-0.1,0.2,-25.7
CCOc1ccc(N/C=C/C(=O)c2ccc(OC)cc2)c([N+](=O)[O-])c1,4.0,93.0,-1.4,4.5,2.3,-0.8,0.0,-2.3,2.0
COc1cccc(CNC(=O)C2CCN(S(=O)(=O)c3cccc4nonc34)CC2)c1,6.5,107.5,-13.0,5.7,0.3,0.3,0.4,-2.6,-14.2
CCCNc1[nH]c(=O)n(C)c(=O)c1N=O,4.4,96.8,-3.7,12.8,2.1,0.1,-0.1,-3.8,5.9
CC1CC(C)CN(CC(O)COC2CC(C)CC(C)(C)C2)C1 (centres undefined),2.5,81.6,8.4,6.4,2.4,-0.5,-0.2,3.7,-10.0
O=C(c1ccco1)N1CCN(Cc2nnnn2CC2CCCO2)CC1 (centres undefined),-1.1,91.8,5.2,4.5,2.2,-1.3,-0.1,0.1,-6.2
COc1ccc(-n2nc3c(c2NC(=O)CC(C)C)CS(=O)C3)cc1 (centres undefined),-5.5,99.4,-2.6,-0.6,1.4,-0.1,0.0,-1.3,-10.0
CCc1c(C)sc(NC(=O)c2cc(-c3ccco3)on2)c1C#N,-1.0,104.6,-3.6,10.2,11.3,0.5,0.1,4.6,13.6
CC(OC(=O)c1ccc2ccccc2n1)C(=O)c1ccccc1 (centres undefined),-0.6,108.9,-4.0,1.5,2.9,/,0.3,-2.5,-8.6
CCC1(C)Cc2ccccc2-c2nc(NCCO)[nH]c(=O)c21 (centres undefined),-0.2,96.9,-20.2,2.7,3.5,2.1,0.1,-4.9,18.5
Cc1ccc(Nc2cc(C)nc(N3CCOCC3)n2)c(C)c1,4.9,91.2,2.5,0.2,4.3,-0.1,0.1,0.1,-1.4
Cn1c(=O)n(CC(=O)N2CCOCC2)c2ccccc21,1.1,92.9,-0.9,9.0,-0.7,-0.4,-0.1,3.7,-8.0
CC(=O)NC(c1ccc(C(C)C)cc1)c1ccc2cccnc2c1O (centres undefined),2.6,88.4,-0.5,4.5,12.7,2.4,0.0,3.3,6.7
Cc1cc(C)c(NC(=O)CSc2nc3ccc(N4C(=O)c5ccccc5C4=O)cc3s2)c(C)c1,-7.8,115.5,-3.9,-8.6,-6.1,-0.6,0.5,-3.9,12.4
C=C(C)CSc1[nH]c(=O)cc(C)c1C#N,4.0,104.4,6.8,-1.5,-6.3,-2.6,-0.1,3.1,12.7
CC1(C)CC(=O)C2=C(C1)Nc1ccccc1N(C(=O)C1CC1)C2c1ccco1 (centres undefined),-0.7,98.8,-10.8,5.2,17.4,-1.2,-0.5,0.7,-8.5
CCOC(=O)C1(CCCc2ccccc2)CCN(C(=O)CCCn2cncn2)CC1,3.3,99.3,-13.1,7.5,2.9,0.6,0.0,-0.2,-7.2
O=C(Nc1ccc(F)cc1)N1CCN2C(=O)c3ccccc3C12c1ccccc1 (centres undefined),7.6,107.7,-6.7,7.3,2.2,-0.8,0.0,-1.2,-14.0
Cc1ccc(OC(=O)c2cccc(C(=O)Oc3ccc(C)cn3)n2)nc1,-2.9,81.7,-20.1,-1.0,3.6,-0.9,-0.1,3.9,-14.4
O=C(CO)N/N=C/c1c2ccccc2cc2ccccc12,-5.3,98.3,6.5,8.2,2.8,-3.0,0.0,2.6,-5.1
COc1cccc(-c2cc(C(=O)NCc3ccco3)no2)c1,-3.3,76.5,-0.7,5.0,6.3,1.7,-7.2,5.9,-14.2
CC(Sc1nc(-c2ccc(F)cc2)cs1)C(=O)N1c2ccccc2CC1C (centres undefined),5.4,88.6,-4.7,4.5,-0.5,-1.2,0.0,-5.0,-19.3

# (cont.)
SMILES,GLD-1 RNA inh,Yeast superoxide,EBNA-1 inhibitor,BCLXL inh,MCL1-BIM inh,MEX-5 binding,Efflux pump mplx,Fam108B inh,ZTA DNA inh
CC(=O)c1ccc(NC(=S)NC2CCCC(C)C2C)cc1 (centres undefined),7.2,105.4,9.9,4.0,3.4,-1.1,-0.3,-2.0,21.1
COc1ccc(OC)c(Cc2nnc(CCC(=O)NC3CCCCC3)o2)c1,0.2,103.5,-0.8,0.9,3.0,0.3,-0.1,1.5,-19.7
COc1ccc(NS(=O)(=O)c2ccc(N3CCN(CCO)CC3)c([N+](=O)[O-])c2)cc1,13.1,85.2,-6.0,3.5,2.8,-1.7,0.7,6.8,3.7
CC(=O)c1sc2nc(CSc3nncn3C)[nH]c(=O)c2c1C,-9.5,94.2,2.3,-7.6,-16.1,-10.4,-0.2,3.9,8.1
CN(c1ccccc1)S(=O)(=O)c1ccc(C(=O)N2CCCC2)cc1,3.0,88.3,/,-1.5,-8.7,/,0.1,/,0.1
CCOc1ccc(CC(=O)Nc2c(C(N)=O)oc3ccccc23)cc1OCC,7.2,94.4,-4.3,-1.6,0.4,-1.0,0.2,-0.9,-1.6
CC1=C(OC(=O)c2ccccc2)C(C)(C)C(c2ccccc2)OC1=O (centres undefined),0.3,93.1,-5.9,7.7,9.4,6.5,0.0,3.1,1.2
CCn1c(=O)c(C(=O)NCc2ccccn2)c(O)c2ccccc21,0.8,95.0,0.6,-0.5,-1.0,-0.5,0.0,-1.7,-6.5
Cc1nc(Cl)c(C(=O)NC(=O)NCc2ccccc2)c(C)c1Cl,4.3,88.4,13.8,3.1,5.2,-2.6,0.0,-3.4,-13.9
COc1cccc(NC(=O)CSc2nc3c(sc4ccccc43)c(=O)n2CCCN2CCCC2)c1,-11.3,109.9,14.0,6.0,2.7,3.4,-0.2,5.3,-5.5
O=C(Nc1cccc(C(F)(F)F)c1)c1cccnc1N1CCCC1,-1.4,100.8,-12.8,5.0,5.6,1.8,0.1,-0.3,1.8
CCN(Cc1ccccc1)C(=O)c1ccc(NC(=O)c2ccc(OC)cc2)cc1,5.0,119.1,-10.3,2.2,0.9,0.9,-0.2,-2.9,-4.0
CC(C)COc1ccc(-c2nn(-c3ccccc3)cc2C(=O)Nc2nccs2)cc1,5.2,89.5,12.1,5.2,9.6,0.5,-0.2,-39.3,20.9
Cc1c(NC(=O)c2ccc([N+](=O)[O-])o2)cccc1-c1nc2ncccc2o1,-0.6,104.7,-7.3,-3.1,2.9,-0.7,0.2,0.2,7.4
COc1cc2c(cc1OC)CN(C(=O)CSc1nnc3scc(-c4ccccc4)n13)CC2,3.0,102.2,3.9,8.5,8.3,-5.6,0.0,0.2,-6.6
COc1cc(C(=O)N2CCC(n3c(C)nc4cc(F)ccc43)CC2)cc(OC)c1OC,-2.9,93.2,-3.4,3.2,9.1,0.3,0.0,1.1,-8.9
CCOCCn1cnc2sc(C(=O)Nc3nc(C)c(C(=O)OCC)s3)c(C)c2c1=O,-4.1,111.3,-4.2,4.0,-1.3,-2.3,-0.1,-0.9,6.4
Cc1nnc(C)n1/N=C/c1ccccn1,0.6,91.0,5.2,-1.1,1.6,0.4,0.0,5.2,-8.4
COc1ccc(-n2c(COc3ccccc3)nnc2SCc2ccc(C#N)cc2)cc1,11.0,102.2,6.2,-7.2,-8.0,-1.4,-0.2,-2.8,-1.5
O=S(=O)(c1cccs1)N1CN(CC2CCCO2)c2nc3ccccc3nc21 (centres undefined),6.9,122.2,2.6,5.1,1.4,1.9,-0.1,13.2,1.7
COc1ccc2[nH]c(=O)c(CN(Cc3cccs3)S(=O)(=O)c3c(C)ccc4nsnc34)cc2c1,-0.8,99.5,-10.9,0.0,-5.8,0.3,0.5,-2.7,-7.5
Nc1[nH]c(=S)[nH]c(=O)c1-c1ccccc1,-0.3,94.8,8.7,12.9,0.0,/,-0.1,0.6,2.4
CC(C)c1ccc(OCC(=O)Nc2ccccc2C(=O)N2CCOCC2)cc1,1.4,103.4,0.6,-0.5,2.8,-3.2,0.1,4.5,5.3
COc1cccc(-c2nnc(NC(=O)c3ccc(S(=O)(=O)N4CCOCC4)cc3)o2)c1,-1.1,100.0,2.9,5.4,6.1,-1.8,-0.1,-3.7,6.3
Cc1oc(-c2ccccc2F)nc1CS(=O)(=O)CC(=O)N1CCOCC1,1.0,109.4,2.2,1.8,0.1,4.2,0.0,-0.9,5.5

# Overlap with the part before: 2 compounds, followed by the next part.
SMILES,GLD-1 RNA inh,Yeast superoxide,EBNA-1 inhibitor,BCLXL inh,MCL1-BIM inh,MEX-5 binding,Efflux pump mplx,Fam108B inh,ZTA DNA inh
COc1cccc(-c2nnc(NC(=O)c3ccc(S(=O)(=O)N4CCOCC4)cc3)o2)c1,-1.1,100.0,2.9,5.4,6.1,-1.8,-0.1,-3.7,6.3
Cc1oc(-c2ccccc2F)nc1CS(=O)(=O)CC(=O)N1CCOCC1,1.0,109.4,2.2,1.8,0.1,4.2,0.0,-0.9,5.5
Cc1ccc(C=Nc2ccc(N(C)C)cc2)o1,3.1,82.7,+,15.0,20.1,/,-0.1,4.4,+
CCCCCN(C(=O)CCC(=O)OCCOc1ccc(OCC)cc1)c1c(N)n(CCCC)c(=O)[nH]c1=O,2.2,90.7,2.4,-2.5,-15.6,2.9,0.0,-1.4,-3.3
Cc1ccccc1N1C(=O)N(c2cccc(C(F)(F)F)c2)C2CS(=O)(=O)CC21 (centres undefined),3.9,102.4,5.2,3.7,0.1,2.2,-0.3,-0.1,-6.0
N/C(=N\O)c1ccc(Cl)cc1Cl,7.0,97.8,-2.5,5.8,4.7,-0.4,-0.1,-0.2,-13.3
Nc1cccc(-c2nc3ncccc3o2)c1,0.2,105.0,-7.1,-5.0,5.2,-1.1,0.0,1.6,-5.6
COc1ccccc1S(=O)(=O)Nc1cc(C)nn1-c1ccc(C)cc1,-2.8,110.0,-26.6,3.0,-0.8,0.2,0.6,2.2,5.9
Cn1c(=O)cc(Nc2ccccc2)[nH]c1=O,-7.9,101.7,-0.5,1.5,4.1,-0.3,0.0,0.1,-4.0
CCC(NC(=O)c1ccccc1Br)c1ccccc1 (centres undefined),3.0,98.1,3.8,7.7,1.2,4.4,-0.1,6.5,-1.6
O=C(CCSc1ccccc1)NCCN1CCOCC1,-5.5,84.1,0.5,9.6,9.3,-0.9,-0.3,-0.3,-5.9
CCOc1ccc(N(CC(=O)NC(C)(C)C)S(=O)(=O)c2c(C)noc2C)cc1,5.2,105.0,5.1,5.9,9.1,1.4,0.0,4.9,-21.5
Cc1ccc(NC(=O)c2cc(N3C(=O)C=CC3=O)ccc2N2CCOCC2)cc1Cl,10.8,99.1,-2.3,12.3,14.2,0.0,0.0,-16.1,7.1
O=C(N/N=C\c1ccc(F)cc1)c1cc(OCC(F)(F)F)ccc1OCC(F)(F)F,10.2,99.1,-8.1,3.3,1.4,0.4,0.0,-6.1,-16.6
CCCn1c(C)cc(C(=O)COC(=O)c2ccc[nH]c2=O)c1C,3.1,115.5,-18.0,-4.4,-1.2,2.0,0.1,-0.4,-7.2
CC(C)CC(NC(=O)C1CCC(C)CC1)C(=O)NCCN1CCOCC1 (centres undefined),1.3,109.1,-1.2,2.2,4.6,-0.9,-0.1,1.8,0.2

# High-throughput results from PubChem BioAssay.
